Bioassay records: PubChem, several laboratories
MITF TRPM1 HTS: increases MITF-driven TRPM1 promoter luciferase signal. SK-MEL-5 TRPM1-promoter luciferase, 24 h; % of positive control, neutral wells = 0. activation, % at 12.5 µM. 300,000 compounds, 0.75% hits. AID 588334;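 active means mean activation of at least 80% with every replicate also reaching 80%; inconclusive means mean reaches 80% but some replicate falls short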;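 further: 0% = neutral control wells and 100% = parthenolide positive control wells; values of inactives mirror those of a sister screen read the other way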
V-ATPase pH: yeast V-ATPase proton transport regulation by pHLuorin; S. cerevisiae, pHLuorin cytosolic pH fluorescence; response, % at 10 µM; 350,000 compounds, 0.37% hits; in the data active means response mostly above about 7.3%, no sharp cut-off; inactive means mostly below about 5.4%; further: actives read high; inactives centre near 0; some compounds called inactive have numbers as strong as hits; reference of the scale not given here
NSD2 HMT inh: blocks human histone methyltransferase NSD2; NSD2 peptide methylation, AlphaScreen, 120 min; O96028; inhibition, % at 12.5 µM; 310,000 compounds, 0.54% hits; in the data active means inhibition above about 50%
Target sequence (O96028 whole entry, looked up): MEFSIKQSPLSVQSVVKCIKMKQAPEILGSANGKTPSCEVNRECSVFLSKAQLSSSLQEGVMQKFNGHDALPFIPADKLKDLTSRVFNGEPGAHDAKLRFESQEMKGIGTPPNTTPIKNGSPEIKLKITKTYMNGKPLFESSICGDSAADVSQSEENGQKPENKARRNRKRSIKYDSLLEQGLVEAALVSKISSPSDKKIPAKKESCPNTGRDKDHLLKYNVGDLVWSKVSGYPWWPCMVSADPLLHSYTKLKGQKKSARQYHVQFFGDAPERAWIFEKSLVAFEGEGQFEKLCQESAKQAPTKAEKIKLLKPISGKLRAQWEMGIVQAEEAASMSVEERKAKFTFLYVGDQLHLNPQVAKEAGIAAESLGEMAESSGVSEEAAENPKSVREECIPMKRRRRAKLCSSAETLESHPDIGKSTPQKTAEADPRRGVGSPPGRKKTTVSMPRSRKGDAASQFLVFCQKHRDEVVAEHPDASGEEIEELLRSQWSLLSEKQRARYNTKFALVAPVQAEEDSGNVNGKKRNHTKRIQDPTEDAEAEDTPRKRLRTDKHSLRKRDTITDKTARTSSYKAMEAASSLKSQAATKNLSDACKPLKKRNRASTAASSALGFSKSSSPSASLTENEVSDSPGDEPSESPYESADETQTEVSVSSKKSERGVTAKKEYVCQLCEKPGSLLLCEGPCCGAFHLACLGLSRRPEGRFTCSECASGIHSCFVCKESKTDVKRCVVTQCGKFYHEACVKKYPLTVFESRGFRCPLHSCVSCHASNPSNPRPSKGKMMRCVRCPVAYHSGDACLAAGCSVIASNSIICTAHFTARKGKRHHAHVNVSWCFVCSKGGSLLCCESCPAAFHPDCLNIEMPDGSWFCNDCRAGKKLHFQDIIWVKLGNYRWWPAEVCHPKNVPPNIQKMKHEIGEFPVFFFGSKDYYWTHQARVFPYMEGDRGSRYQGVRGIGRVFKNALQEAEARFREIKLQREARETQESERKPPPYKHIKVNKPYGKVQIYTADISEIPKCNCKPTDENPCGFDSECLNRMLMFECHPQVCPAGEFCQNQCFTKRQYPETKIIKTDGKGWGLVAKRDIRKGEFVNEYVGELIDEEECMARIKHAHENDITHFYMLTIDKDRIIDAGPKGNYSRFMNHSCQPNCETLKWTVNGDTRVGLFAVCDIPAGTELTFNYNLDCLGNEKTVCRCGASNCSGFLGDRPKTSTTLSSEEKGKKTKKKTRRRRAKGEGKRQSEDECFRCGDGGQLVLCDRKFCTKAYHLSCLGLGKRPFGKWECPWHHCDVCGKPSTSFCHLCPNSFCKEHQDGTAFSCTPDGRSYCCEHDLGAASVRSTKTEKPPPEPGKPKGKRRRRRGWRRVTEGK
dFosB activator: enhances mouse delta FosB homodimer DNA binding; purified delta FosB, TAMRA-CDK5 oligo fluorescence polarization; percent of positive-control signal above neutral wells; 340,000 compounds, 0.99% hits; AID 493131; P13346; activation, % at 25 µM;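 active means mean activation above about 17%, with every replicate also reaching it, limit read from the data, passing the limit was not always enough; inconclusive means only one of the two conditions met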;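 further: fluorescence polarization rise as delta FosB binds a TAMRA Cdk5 AP-1 oligo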
PvdQ acylase: blocks Pseudomonas aeruginosa PvdQ acylase activity | purified PvdQ acylase, fluorescence plate reader | inhibition, % at 10 µM | 340,000 compounds, 0.063% hits | AID 488965; in the data active means inhibition above about 30%, passing the limit was not always enough; inconclusive means no clear call, values can overlap the other calls;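 further: 0% = vehicle neutral wells and 100% = reference inhibitor wells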
Wnt act: Wnt/beta-catenin pathway activation; Wnt/beta-catenin reporter cell assay, activator, plate reader; activation, % at 9.35 µM; 300,000 compounds, 1.2% hits; in the data active means activation above about 30%, passing the limit was not always enough; inconclusive means no clear call, values can overlap the other calls;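 further: 0% = neutral control wells and 100% = positive control wells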
HTR5A ag: activates human HTR5A in OPRM1-OPRD1 agonist counter-screen; P47898; HTR5A agonist assay, luminescence, cell-based; activation, % at 9.3 µM; 340,000 compounds, 0.61% hits; AID 504692; in the data active means activation mostly above about 9.5%, no sharp cut-off; inactive means mostly below about 7.6%;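 further: 0% = cells with vehicle only and 100% = reference agonist; strong numbers were not always called active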
SR-BI HDL uptake: mouse SR-BI HDL lipid transfer inhibition | 320,000 compounds, 0.96% hits | Q61009 | ldlA[mSR-BI] CHO cells, DiI-HDL uptake fluorescence, 3 h | AID 488896 | inhibition, % at 12.5 µM;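 active means mean replicate inhibition of at least 70% and a set share of replicates each scoring 70 or more; inconclusive means meets just one of the two criteria; inactive means fails both criteria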;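 further: 0% = median of neutral control wells and 100% = median of positive control wells; values of inactives mirror those of a sister screen read the other way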
CDK5 p35 inh: CDK5/p35 (human) kinase inhibition | AID 488839 | Q00535+Q15078 | Recombinant CDK5/p35, ADP-Glo luminescence, 60 min | inhibition, % at 10 µM | 330,000 compounds, 0.01% hits;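 active means highest replicate inhibition of at least 50% and at least 75% of replicates reaching 50%; inconclusive means only one of the two criteria met; inactive means both criteria failed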;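 further: plate controls were DMSO neutral control for no effect and GW8510 at 10 µM for full effect; many of its hits are not listed in these tables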
HTR5A inv ctr: inverse agonist of human HTR5A in OPRM1-OPRD1 counter-screen; 340,000 compounds, 0.083% hits; HTR5A cell line, luminescence, inverse agonism; inhibition, % at 9.3 µM; in the data active means inhibition mostly above about 23%, no sharp cut-off; inactive means mostly below about 18%;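 further: 0% = cells with DMSO and 100% = no-cell wells with DMSO; some compounds called inactive have numbers as strong as hits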
* marks the source's active call; other numbers are inactive results; u = inconclusive; x = no result given; & = joins results of further samples.

SMILES	MITF TRPM1 HTS	V-ATPase pH	NSD2 HMT inh	dFosB activator	PvdQ acylase	Wnt act	HTR5A ag	SR-BI HDL uptake	CDK5 p35 inh	HTR5A inv ctr
CCN(CC)S(=O)(=O)c1ccc(NC(=O)c2ccccc2N(C)S(C)(=O)=O)cc1	-15	-6	-1	-14	-8	-1	1	20	0.6	-2
O=C(COC(=O)c1cccc(C(=O)OCC(=O)NCc2ccc(F)cc2)n1)NCc1ccc(F)cc1	0	6	1	0	-3	-2	3	-38	-0.4	-42
CC(NC(=O)c1ccccc1F)c1nnc(SCC(=O)NC2CCCC2)n1C (centres undefined)	-5	-7	-3	-7	12	0	5	-3	0.1	-32
O=C(c1ccco1)N1CCN(S(=O)(=O)c2ccc(S(=O)(=O)NC3CC3)cc2)CC1	-8	-1	0	-8	-12	-4	5	x	0.1	8
O=C(CN1CCN(c2ccccn2)CC1)Nc1ccccc1F	x	-4	-8	-5	-3	2	0	-22	2.0	0
CCCN(CC(=O)Nc1ccccc1OC)C(=O)CSc1ccc(Br)cc1C	0	-4	0	-8	3	-5	-3	53	-0.4	7
COc1cccc(-c2cc(C(=O)N3CCCCCC3)no2)c1	x	4	x	-5	0	41*	0	9	4.3	-7
COc1cc(OC)c(CN2CCCCCCC2)cc1Br	5	2	2	-2	-6	1	-2	-3	0.9	-9
CC(=O)N1N=C(c2ccccc2)CC1c1ccc2c(c1)OCO2 (centres undefined)	7	5	4	-2	-4	3	-3	8	-0.4	-13
CCN1CCN(CC(=O)c2c(C)n(C)c3ccc(OC)cc23)CC1	-2	4	x	-1	-17	-3	6	5	0.0	1
C=CCOc1ccccc1/C=N/n1nnnc1N	x	-2	-2	-15	-18	2	1	13	0.6	-4
CC(C)(C)NC(=O)C1CCN(C(=O)c2ccc(-c3ccccc3)cc2)CC1	-12	-1	-2	-9	-13	x	-3	48	-0.9	8
CN(C(=O)c1ccc(NC(=O)Cc2ccc(NC(=O)C3CCN(C(=O)C4CC4)CC3)cc2)cc1)C1CC1	13	-3	x	-7	-11	0	-2	5	0.3	1
COc1cccc(NC(=O)C(c2ccccc2)N2CCCCC2)c1 (centres undefined)	-12	1	0	-8	-2	0	-2	9	0.0	-39
CS(=O)(=O)N(CC(=O)NCc1ccccc1)Cc1ccc(Cl)cc1	-2	14	-4	-7	9	-1	2	-18	2.5	22
CCOc1cc(/C=C2/C(=O)NN(c3cccc(Cl)c3)C2=O)ccc1O	12	-2	9	-2	-12	1	5	14	-0.9	3
Cc1nn(Cc2ccccc2)c(C)c1NC(=O)CSc1nc2c(c(C(F)(F)F)n1)CCc1ccccc1-2	3	-2	-2	-2	-3	x	-2	4	0.2	9
O=C(NC1CCCCC1)C1CCC(CNS(=O)(=O)c2cccc3nsnc23)CC1 (centres undefined)	x	4	x	-8	-23	-2	1	20	-9.5	-4
COc1ccc(CCNC(=O)c2nnn(CC(=O)Nc3ccccc3C)c2N)cc1OC	5	0	1	16	0	u	4	46	-0.4	-14
O=C(Nc1ccc(O)c(-c2nc3ccccc3s2)c1)c1cccs1	2	2	x	-1	-3	-1	-5	-4	-4.9	13

Reprinted from the part before: 6 compounds; new compounds follow.
SMILES	MITF TRPM1 HTS	V-ATPase pH	NSD2 HMT inh	dFosB activator	PvdQ acylase	Wnt act	HTR5A ag	SR-BI HDL uptake	CDK5 p35 inh	HTR5A inv ctr
CS(=O)(=O)N(CC(=O)NCc1ccccc1)Cc1ccc(Cl)cc1	-2	14	-4	-7	9	-1	2	-18	2.5	22
CCOc1cc(/C=C2/C(=O)NN(c3cccc(Cl)c3)C2=O)ccc1O	12	-2	9	-2	-12	1	5	14	-0.9	3
Cc1nn(Cc2ccccc2)c(C)c1NC(=O)CSc1nc2c(c(C(F)(F)F)n1)CCc1ccccc1-2	3	-2	-2	-2	-3	x	-2	4	0.2	9
O=C(NC1CCCCC1)C1CCC(CNS(=O)(=O)c2cccc3nsnc23)CC1 (centres undefined)	x	4	x	-8	-23	-2	1	20	-9.5	-4
COc1ccc(CCNC(=O)c2nnn(CC(=O)Nc3ccccc3C)c2N)cc1OC	5	0	1	16	0	u	4	46	-0.4	-14
O=C(Nc1ccc(O)c(-c2nc3ccccc3s2)c1)c1cccs1	2	2	x	-1	-3	-1	-5	-4	-4.9	13
O=C(NCc1ccncc1)C(=O)Nc1nc(C23CC4CC(CC(C4)C2)C3)cs1	-8	5	0	-8	-26	x	1	-27	-5.4	-2
COc1ccccc1NC(=O)CSc1nc(=O)n(CCN(C)C)c2c1CCCC2	12	-1	2	-7	-6	-2	1	24	-0.4	-4
O=C(NCCc1ccc(F)cc1)C1CCCCC1	5	2	-3	5	17	10	-6	-22	0.9	28
COc1ccc(S(=O)(=O)NCC2CCC(C(=O)NCc3ccc(F)cc3)CC2)cc1 (centres undefined)	6	3	1	-12	-1	0	0	-10	-1.1	-1
O=C(Nc1ccc(N2CCOCC2)cc1)c1cccc2c(Br)cccc12	15	-1	-1	4	-1	0	4	x	-1.2	-12
FC(F)(F)c1ccccc1NC(=S)N/N=C1\CC2CC=CC12 (centres undefined)	2	-1	-1	-3	-1	-2	-5	-5	0.6	13
CCC(=O)c1c[nH]c(C(=O)NCc2cccnc2)c1	3	3	-2	-4	6	5	-2	-14	2.1	5
CC(C)(C)N(Cc1ccccc1)C(=O)c1cc2ccccc2o1	x	-3	7	4	-11	12	-5	-9	1.2	18
CCCOc1ccc(OCC(=O)c2[nH]c(C)c(C(C)=O)c2C)cc1	-23	1	0	-8	7	1	1	8	0.2	17
CCc1ccccc1Nc1nc(N)nc(COC(=O)C2=COCCO2)n1	17	1	x	1	4	2	3	3	0.0	-23
COc1ccc(Cl)cc1S(=O)(=O)Nc1cccc(C(=O)O)c1	-1	0	1	-2	-9	x	-2	-30	-0.1	11
CCCc1cc(C(=O)OC)c(NC(=O)CCCC(=O)O)s1	-1	-2	-2	3	-4	0	-3	-15	-0.4	-15
C/C(N)=C(/C#N)C(=O)CSc1nnc(-c2ccc(OC(F)F)cc2)o1	73&75	-16&-1	-1&-1	-3&2	10&-9	16	-1&4	-25&30	2.2&3.0	2&-11
Nn1c(SCC(=O)Nc2ccc(S(=O)(=O)N3CCCC3)cc2)nnc1C(F)(F)F	-11	17	0	-4	-4	x	-1	11	0.7	-9
COc1ccccc1NC(=O)CCS(=O)(=O)c1cc2c(cc1Cl)NC(=O)CO2	0	0	-2	-1	-21	-1	-1	-3	-0.4	5
Cc1cc(NC(=O)Cn2c(=O)oc3ccccc32)no1	4	0	5	3	0	0	2	-6	1.3	-9
COC(=O)Cn1c(=NC(=O)C2COc3ccccc3O2)sc2cc(S(N)(=O)=O)ccc21 (centres undefined)	-4	-1	-7	-2	-5	-3	-2	6	1.3	3
COC(=O)c1ccc(NCc2c(O)ccc(O)c2Br)cc1Cl	-3	0	1	-6	-7	-9	1	26	-0.8	-6
COc1ccc(C(=O)Nc2cc3c4c(c2)C(C)C(=O)N4CCC3)cc1OC (centres undefined)	3	3	2	0	-4	-1	0	79*	1.1	2
COc1cccc2c1OCC/C2=N\NC(=O)COc1ccccc1C	-2	3	-2	-3	25	9	7	-10	0.5	-66
CCn1cc(CN2CCC(n3nccc3NC(=O)C3CCCC3)CC2)cn1	-10	1	4	-1	-11	-2	2	-23	-0.2	13
O=C(C=NNc1ccccc1)c1ccccc1	52	0	4	-8	-6	58*	-3	3	1.6	10
O=C(Nc1nc(-c2ccc(-c3ccccc3)cc2)cs1)c1cc([N+](=O)[O-])ccc1N1CCOCC1	x	-1	-24	9	-1	0	8	67	-6.6	-17
O=C(NC(=S)Nc1ccc(Oc2ccccc2)cc1)c1ccc(Cl)cc1	4	-2	3	-9	-1	-5	-2	2	-1.8	-4
CC(C)N(C(=O)Cn1cc(SCC(=O)N2CCCC2)c2ccccc21)C(C)C	10	-2	-2	6	-6	0	-2	-6	0.8	5
CC1CCCCC1NC(=O)Cc1ccc(S(=O)(=O)N2CCOCC2)s1 (centres undefined)	0	3	0	-4	-20	-1	1	-11	2.4	-2
CSc1nsc(/C=C/Nc2ccc(F)cc2)c1C#N	-2	-2	3	-19	-8	0	-4	44	-0.3	9
N/C(=N\OC(=O)CC1CCCCC1)c1cccc([N+](=O)[O-])c1	-4	3	-5	-1	-5	4	1	11	-0.4	-2
Cn1c(=O)oc2cc(S(=O)(=O)NCc3ccco3)ccc21	2	-4	x	-3	8	1	4	-14	1.6	-6
O=C(Cc1ccc([N+](=O)[O-])cc1)Nc1cc(C(F)(F)F)cc(C(F)(F)F)c1	x	0	-2	0	1	-2	3	27	-0.3	6
O=c1c2cnn(-c3ccc(F)cc3)c2ncn1Cc1ccc(F)cc1	2	x	-1	-11	9	x	-2	-14	-1.1	14
Cc1ccc(N(CC(=O)N/N=C/c2cc(C)n(-c3ccccc3)c2C)S(C)(=O)=O)c(C)c1	x	-1	-1	-3	5	0	13*	49	0.4	-16
COc1cnc(-c2ccccn2)nc1Oc1ccc(Cl)cc1	3	-8	3	-11	4	x	4	-3	-1.4	-11
COc1ccc(NS(=O)(=O)c2ccc(OCC(=O)N3CCOCC3)cc2)cc1Cl	-15	0	x	-4	-11	-2	1	3	0.6	14
COc1ccccc1NC(=O)c1c(O)c2ccccc2[nH]c1=O	8	-11	4	-5	20	6	0	11	1.5	2
CCCc1cc(=O)oc2cc(C)cc(OCC(=O)NC3CC3)c12	14	1	10	0	7	0	-3	-2	0.3	4
Cc1ccc(F)cc1S(=O)(=O)Nc1cccc(C(=O)N2CCCC(C(N)=O)C2)c1 (centres undefined)	-6	0	-1	-6	-11	-2	3	-30	-0.1	-8
CCc1ccc(NC(=O)CCn2ccnc2C)cc1	x	-2	0	-3	-13	-4	6	-5	-1.2	-2

An excerpt from above, limited to Wnt act:
mol	Wnt act
N/C(=N\OC(=O)CC1CCCCC1)c1cccc([N+](=O)[O-])c1	4
CC1CCCCC1NC(=O)Cc1ccc(S(=O)(=O)N2CCOCC2)s1 (centres undefined)	-1
